BAZ2B block = qHTS Assay for Inhibitors of BAZ2B; Bromodomain adjacent to zinc finger domain protein 2B (Homo sapiens), Q9UIF8; AlphaScreen BAZ2B-H3K14Ac peptide displacement; Potency, µM (titrated, usually from 114 µM), without a hit: at the top dose activity change, negative = inhibition, actives largely listed as inhibitors; actives 4.4% (n = 360,000); AID 504333, 2011; also: % is scaled to controls: 0 for no effect and ±100 for the full control effect; nearly all actives have a fitted effect of over 60% in size
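AlphaScreen displacement of biotin-H3(5-23)K14Ac peptide (50 nM final) from BAZ2B (50 nM final) in PBS pH 7.4, 0.01% Tween-20; complex preformed 30 min RT, then compounds (top 110 uM) 30 min RT, beads 20 min dark.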
GLS inh = qHTS for Inhibitors of Glutaminase (GLS); GLS enzymatic activity, qHTS titration; Potency, µM (top dose mostly 45.5 µM), for inactives: top-dose activity change, negative = inhibition, usual class: inhibitors; actives 0.21% (n = 410,000); AID 624170, 2012; also: % is scaled to controls: 0 for no effect and ±100 for the full control effect
Target sequence (O94925 whole entry, looked up): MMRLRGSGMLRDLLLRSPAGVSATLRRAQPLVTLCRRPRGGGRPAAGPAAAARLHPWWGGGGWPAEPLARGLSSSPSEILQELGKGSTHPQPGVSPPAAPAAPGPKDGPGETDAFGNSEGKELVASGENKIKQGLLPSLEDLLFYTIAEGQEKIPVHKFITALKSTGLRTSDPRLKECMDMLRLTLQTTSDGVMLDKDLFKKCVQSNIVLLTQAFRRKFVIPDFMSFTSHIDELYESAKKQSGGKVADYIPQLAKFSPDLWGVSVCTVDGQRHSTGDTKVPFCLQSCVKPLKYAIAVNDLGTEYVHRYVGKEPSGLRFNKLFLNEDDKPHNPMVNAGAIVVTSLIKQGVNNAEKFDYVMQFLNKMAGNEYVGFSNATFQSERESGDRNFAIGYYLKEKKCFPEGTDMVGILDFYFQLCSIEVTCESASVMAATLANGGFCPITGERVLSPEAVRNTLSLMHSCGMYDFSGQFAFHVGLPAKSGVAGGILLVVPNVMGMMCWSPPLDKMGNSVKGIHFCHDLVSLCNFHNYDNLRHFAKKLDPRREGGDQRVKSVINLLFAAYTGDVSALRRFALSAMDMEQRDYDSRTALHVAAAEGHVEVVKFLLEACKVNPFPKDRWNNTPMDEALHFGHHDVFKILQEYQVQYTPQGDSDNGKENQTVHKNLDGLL
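Human kidney-isoform GLS in 45 mM KH2PO4 pH 8.2, 0.02% Tween-20, with compound, started with 1mM L-Glutamine (added stock). Glutamate oxidase/HRP/Amplex red coupled fluorescence read at start and after 30 min at RT.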
HP1b chromo inh = HTS for Inhibitors of HP1-beta Chromodomain Interactions with Methylated Histone Tails; Chromobox protein homolog 1 (Homo sapiens), P83916; AlphaScreen HP1-beta / biotin-H3K9me3 peptide binding; Potency, µM (doses to about 114 µM), for the others: top-dose activity change, negative = inhibition, most hits filed as inhibitors; actives 0.56% (n = 390,000); also: nearly all actives have a fitted effect of over 70% in size; inactives centre near 23
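HP1-beta protein (50 nM final) preincubated 30 min at room temperature with biotinylated H3(1-18)K9me3 peptide (50 nM) in PBS pH 7.4, 0.01% Tween-20, then compound added for 30 min. AlphaScreen streptavidin donor/nickel chelate acceptor beads (10 ug/mL final), 30 min dark, luminescence read.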
JMJD2A Tudor inh = qHTS Assay for Inhibitors of JMJD2A-Tudor Domain; Lysine-specific demethylase 4A (Homo sapiens), O75164; AlphaScreen JMJD2A-Tudor / H3K4me3 peptide binding; Potency, µM (top dose mostly 114 µM), without a hit: at the top dose activity change, negative = inhibition, actives largely listed as inhibitors; actives 4.4% (n = 390,000); also: % is scaled to controls: 0 for no effect and ±100 for the full control effect; nearly all actives have a fitted effect of over 50% in size
Tb PGK inh = qHTS Assay to Find Inhibitors of Phosphoglycerate Kinase. Phosphoglycerate kinase, glycosomal (Trypanosoma brucei brucei), P07378. PGK/GAPDH coupled, Kinase-Glo luminescence, 60 min. Potency, µM (top dose mostly 57.5 µM), inactives show at the highest dose activity change, negative = inhibition, usual class: inhibitors. actives 0.043% (n = 380,000). AID 602233, 2012; also: % is scaled to controls: 0 for no effect and ±100 for the full control effect; nearly all actives have a fitted effect of over 60% in size
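Recombinant glycosomal PGK reaction used 1,3-bisphosphoglycerate generated in-well by GAPDH (100nM final) in 100mM TEA pH 7.6, 5mM MgCl2, 0.01% Tween-20. After 60 minutes at room temperature, ATP was read by Kinase-Glo Plus luminescence end-point.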
G9a inh = qHTS Assay for Inhibitors of Histone Lysine Methyltransferase G9a. actives 8.8% (n = 350,000). G9a H3K9 monomethylation, AlphaScreen, 2 h. Histone-lysine N-methyltransferase EHMT2 (Homo sapiens), Q96KQ7. Potency, µM (top dose mostly 102 µM), for inactives: top-dose activity, negative = inhibition, most hits filed as inhibitors; also: % is scaled to controls: 0 for no effect and ±100 for the full control effect; nearly all actives have a fitted effect of over 75% in size
Target sequence (Q96KQ7 913-1193 limits assumed): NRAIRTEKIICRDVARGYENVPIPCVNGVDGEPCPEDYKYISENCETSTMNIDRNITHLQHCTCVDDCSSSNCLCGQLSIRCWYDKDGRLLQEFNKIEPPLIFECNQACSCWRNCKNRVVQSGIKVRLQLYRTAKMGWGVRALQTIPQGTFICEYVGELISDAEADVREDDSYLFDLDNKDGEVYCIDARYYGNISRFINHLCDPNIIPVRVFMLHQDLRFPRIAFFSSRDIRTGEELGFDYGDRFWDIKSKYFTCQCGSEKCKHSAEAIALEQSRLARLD
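Compounds were preincubated with 20 nM G9a for 15 min, after which biotinylated H3K9 peptide (500 nM) and SAM (20 uM) started a 2 h room-temperature reaction. Monomethylated product was quantified by antibody-based AlphaScreen chemiluminescence.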
BLM inh = qHTS Assay for Inhibitors of Bloom's syndrome helicase (BLM) | RecQ-like DNA helicase BLM (Homo sapiens), P54132 | recombinant BLM DNA unwinding, fluorescence dequenching | Potency, µM (series often up to 56.1 µM), without a hit: top-dose activity change, negative = inhibition, hits mostly inhibitors | actives 0.2% (n = 350,000);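 also: plate controls were vehicle for no effect and no enzyme for full effect; nearly all actives have a fitted effect of over 35% in size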
POLI inh = qHTS for Inhibitors of Polymerase Iota; Pol iota fluorescent replication assay, 10 min; Potency, µM (top dose mostly 115 µM), without a hit: top-dose activity, negative = inhibition, usual class: inhibitors; actives 1% (n = 390,000); AID 588590, 2011
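Fluorescent replication assay read twice, at 0 min and 10 min after adding 50 nM (final) substrate. Enzyme (10 nM) and compounds were first incubated 15 min at room temperature; enzyme-free buffer wells were negative controls.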
Pin1 inh = qHTS Assay to Find Inhibitors of Pin1; Pin1 FP peptide displacement, HiFluor488, 10 min; Potency, µM (doses to about 115 µM), without a hit: top-dose activity, negative = inhibition, actives largely listed as inhibitors; actives 0.009% (n = 390,000); active = well fitted inhibition curve with a large enough effect in the polarisation, with a control signal flat, not every such curve was filed as active; inconclusive = small, poorly fitted or top-dose-only effect, or effect the other way, or a change in a side signal; inactive = no such curve, though single readings can be large or run the other way; the % refers to the polarisation; also: % is scaled to controls: 0 for no effect and ±100 for the full control effect
Target sequence (Q13526 whole entry, looked up): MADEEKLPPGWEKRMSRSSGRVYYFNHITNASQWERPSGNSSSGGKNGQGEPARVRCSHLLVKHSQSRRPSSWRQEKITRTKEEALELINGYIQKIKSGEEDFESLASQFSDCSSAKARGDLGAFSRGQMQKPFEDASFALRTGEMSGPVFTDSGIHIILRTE
* hit, by the source's call; i = inactive; ? = inconclusive; . = no result given; & = joins results of further samples; [ ] = another dose, or the depositor's remark. Unless noted, calls follow the shape of the dose curve; as a rule, active = well fitted curve in the direction sought with a large enough effect; inconclusive = small, poorly fitted or top-dose-only effect, or another doubt; inactive = no such curve, though single readings can be large; an effect the other way counts as inactive or inconclusive. Potency is read from the fitted curve at half-maximal effect.

canonical_smiles,POLI inh,BLM inh,Tb PGK inh,BAZ2B block,JMJD2A Tudor inh,GLS inh,HP1b chromo inh,Pin1 inh,G9a inh
CCCN(CC(=O)Nc1ccccc1C)C(=O)COc1c(Cl)cccc1Cl,14%,.,-7%,3%,1%,-12%,18%,1%,?
COCCn1c(Cc2ccccc2)nnc1SCC(=O)Nc1cc(C)on1,3%,0%,5%,-2%,-6%,-2%,23%,4%,10%[59 µM]
Cn1c(SCC(=O)Nc2nccs2)nnc1-c1ccncc1,?,-14%,-11%,8%,?,5%,18%,?,13%[2.33 µM]
Cc1cc(C(=O)COC(=O)c2ccc(CO)cc2)c(C)n1CC1COc2ccccc2O1 (stereo not given),-12%,-7%,-3%,?,-27%,-8%,1%,20%,4µM*
Cc1ccc(-c2cc(C(=O)N3CCCc4ccccc43)c3ccccc3n2)cc1,?,-9%,-3%,-35%,-26%,-15%,9%,-2%,-34%[12.7 µM]
Cn1c(=O)n(C)c2cc(S(=O)(=O)NCc3ccco3)ccc21,28%,-4%,4%,?,-8%,8%,41%[activator],-4%,-6%
COc1ccc2nc(NC(=O)CSc3nc(C)cc(C)n3)sc2c1,7%,0%,i,0%,-27%,-2%,30%[activator],?,?
Cn1c(SCC(=O)N/N=C/c2cccs2)nc2ccccc21,32%[activator],1%,-8%,10%,-14%,-3%,17%,2%,4%[59 µM]
CCC(=O)OCC(=O)c1cc(C)n(-c2ccc(Br)cc2)c1C,107%[activator],-3%,-1%,-24%,-13%,-3%,0%,6%,-9%
COc1cc(/C=N/NC(=O)c2ccccc2)ccc1OS(=O)(=O)c1ccccc1,17%,-1%,3%,-4%,-11%,-2%,25%,3%,15%

Some values from the list:
In Pin1 inh, `COc1cc(/C=N/NC(=O)c2ccccc2)ccc1OS(=O)(=O)c1ccccc1` reads 3%
In BAZ2B block, `Cn1c(SCC(=O)Nc2nccs2)nnc1-c1ccncc1` reads 8%
In POLI inh, `Cn1c(SCC(=O)N/N=C/c2cccs2)nc2ccccc21` reads 32%[activator]
In GLS inh, `Cc1ccc(-c2cc(C(=O)N3CCCc4ccccc43)c3ccccc3n2)cc1` reads -15%

Other entries:
canonical_smiles,POLI inh,BLM inh,Tb PGK inh,BAZ2B block,JMJD2A Tudor inh,GLS inh,HP1b chromo inh,Pin1 inh,G9a inh
COc1ccc(NC(=O)CSc2nnc3ccc(-c4ccncc4)nn23)cc1,46%[activator],.,i,4%,-6%,-14%,62%[activator],-10%,?
COc1ccc(NC(=O)c2c(NCc3cccc(F)c3)sc3c2CCCC3)c(OC)c1,8%,-9%,-4%,25µM*,?,-22%,?,17%,10µM*
COC(=O)c1scc(-c2ccc(C)cc2)c1S(=O)(=O)Nc1cc(Cl)ccc1C,-16%,-9%,i,-7%,-29%,2%,-3%,28%,-4%[59 µM]
CCOC(=O)c1sc2ncn(/N=C/N(C)C)c(=O)c2c1C,?,3%,i,-2%,-1%,-1%,8%,-1%,4%[59 µM]
COc1cc(CN2CCN(C(=O)c3cccc4ccccc34)CC2)cc(OC)c1OC,13%,0%,i,56µM*,20µM*,1%,?,-5%,20µM*
C=CCn1c(=O)/c(=C/c2ccc(F)cc2)s/c1=C(\C#N)c1nnc2n1CCCCC2,-8%,3%,.,-30%,-34%,-2%,6%,-12%,?
O=C(c1ccccc1F)N1CCN=C1SCc1cccnc1,4%,3%,-1%,-4%,0%,0%,48%[activator],0%,-1%
COc1ccccc1OCC(=O)Nc1ccc(S(=O)(=O)N2CCCCCC2)cc1,4%,0%,-5%,-15%,-13%,1%,30%,5%,-6%[59 µM]
Cc1ccc(N2C(=O)c3ccc(C(=O)N4CCN(Cc5ccccc5)CC4)cc3C2=O)cc1,-6%,-8%,-7%,-30%,?,1%,-15%,-2%,-39%
CC1=CC(=O)N(c2ccc(C)cc2)C1c1ccc(Cl)cc1 (stereo not given),11%,-4%,4%,-5%,-7%,8%,33%,-1%,-42%[59 µM]
C=C(C)CNC(=S)N/N=C(\C)c1cccc(NC(C)=O)c1,111%[activator],-5%,4%,-11%,-19%,-18%,7%,2%,9%
Cc1[nH]c2ccccc2c1/C=N/NC(=O)c1cccs1,4%,-15%,-8%,?,?,13%,14%,37%[activator],?
COc1cccc(Oc2ccc(C(F)(F)F)cc2NC(=O)c2cccc(F)c2)c1,-19%,-12%,-1%,29%,12%,-4%,108%[activator],24%,61%[activator][59 µM]
Cc1ccc(Cn2c(C(=O)O)c(CNCc3cccs3)c3ccc(C)cc32)cc1,-19%,-1%,2%,-35%,-28%,-5%,5%,1%,-9%[59 µM]
COc1ccc(N2CCN(C(=O)C(=O)c3cn(CC(=O)N4CCOCC4)c4ccccc34)CC2)cc1,34%[activator],0%,-9%,-17%,-26%,30%,8%,-6%,.
CCN(CCO)c1cc(Cl)nc(SC)n1,26%,0%,-1%,-2%,-24%,-7%,19%,8%,.
Cc1c(-c2ccccc2)nc(N)c(C#N)c1-c1cccnc1,?,-3%,-11%,-6%,6%,-7%,32%[activator],-1%,6%
CCN(CC)S(=O)(=O)c1cccc(C(=O)NC(C(=O)Nc2nnc(C)s2)C(C)C)c1 (stereo not given),36%[activator],-2%,-3%,-8%,-15%,-1%,21%,1%,-30%
CCN(Cc1ccc(Cl)s1)C(=O)c1cccc(OCc2c(C)noc2C)c1,17%,.,8%,.,11%,6%,64%[activator],4%,.
N=C(N1CCCc2ccccc21)N1CCCc2ccccc21,-25%,.,-4%,.,-12%,-11%,21%,0%,.
O=[N+]([O-])c1cccnc1N1CCN(c2ccccc2F)CC1,106%[activator],-5%,-5%,?,50µM*,1%,?,-9%,?
COc1ccc(OC)c2c(N)c(C#N)c(C(F)(F)C(F)(F)F)nc12,-7%,-3%,-2%,4%,7%,-5%,65%[activator],1%,4%
CNc1nc(N)nc(-c2cc(Cl)ccc2OC)n1,-11%,-1%,-7%,13%,3%,8%,8%,-6%,12%
O=C(/C=C/c1ccc2c(c1)OCO2)NCCSCc1cccc(Cl)c1,4%,-13%,i,-13%[57.1 µM],-23%,9%,15%,-1%,11%
COc1cccc(CNS(=O)(=O)c2csc(C(N)=O)c2)c1,23%,-1%,2%,-21%,11%,4%,27%,-5%,7%
COC(CN(C(=O)CCl)C(C(=O)NC1CCCCC1)c1ccc(C)cc1)OC (stereo not given),-7%,-1%,4%,10%,-3%,5%,21%,-19%,-24%
CC(C)(C)c1cc(NC(=O)CSc2nncs2)n(-c2ccccc2)n1,25%,-3%,1%,6%,-4%[57.1 µM],-6%,63%[activator],0%,15%[59 µM]
O=[N+]([O-])c1ccc(N/N=C/c2cccc(O)c2O)c(S(=O)(=O)N2CCOCC2)c1,?,-7%,6%,?,-21%,-3%,1%,15%,35µM*
C=CCCC(=O)Nc1ccc(Br)cn1,28%,-3%,-1%,-8%,-9%,14%,35%,-3%,.
COc1ccc(S(=O)(=O)N2CCCC2)cc1NC(=O)c1ccccc1,-1%,-3%,-5%,-18%,-18%,-6%,0%,-1%,17%

Some of the entries so far, with values under each structure:
Values run as follows: POLI inh	BLM inh	Tb PGK inh	BAZ2B block	JMJD2A Tudor inh	GLS inh	HP1b chromo inh	Pin1 inh	G9a inh
> CNc1nc(N)nc(-c2cc(Cl)ccc2OC)n1
    -11%	-1%	-7%	13%	3%	8%	8%	-6%	12%
> O=C(/C=C/c1ccc2c(c1)OCO2)NCCSCc1cccc(Cl)c1
    4%	-13%	i	-13%[57.1 µM]	-23%	9%	15%	-1%	11%

Other records follow.
canonical_smiles,POLI inh,BLM inh,Tb PGK inh,BAZ2B block,JMJD2A Tudor inh,GLS inh,HP1b chromo inh,Pin1 inh,G9a inh
N#CC1=C(N)OC2=C(C(=O)CCC2)C1c1ccc(OC(=O)N2CCOCC2)cc1 (stereo not given),20%,0%,.,-5%,0%,4%,24%,3%,-2%[12.7 µM]
CC(=O)c1cccc(S(=O)(=O)N(C)C2CCN(C)CC2)c1,58%[activator],1%,-6%,1%,-18%,4%,33%,-5%,?
O=C(COCc1cc(-c2ccc3c(c2)OCO3)on1)N1CCN(c2cccc(Cl)c2)CC1,36%&-2%[activator],-3%&-5%,-4%&5%,-20%&-4%,-27%&-18%,0%&-5%,14%&27%,-6%&-8%,17%
COC(=O)N/N=C/c1ccc(Oc2ccccc2)cc1,66%[activator],-5%,-7%,-14%,7%,-7%,16%,-1%,11%
COc1ccc(CCNc2ncnc3c2c(-c2ccccc2)cn3-c2ccc(Cl)cc2)cc1OC,-5%,-9%,1%,-36%,?,4%,?,2%,?
NC(=O)CC(NC(=O)c1ccc(Cl)cc1)C(=O)NCCc1ccc(S(N)(=O)=O)cc1 (stereo not given),44%[activator],-4%,7%,2%,1%,-6%,32%,-1%,12%
Cc1ccc(C)c(CNC(=O)Nc2ccccc2)c1,51%[activator],-3%,-4%,-5%,-2%,8%,-21%,-2%,-7%
Cc1cc(C)cc(C(=O)NCCC(=O)N2CCC3(CC2)NCCc2[nH]cnc23)c1,-21%,-5%,-9%,-21%,-11%,-3%,38%[activator],-3%,?
Cc1cc(=O)c2cc(Br)ccc2n1CC(=O)NCc1ccccc1,30%,-3%,i,3%,-9%,4%,32%,4%,4%
COC(=O)C1=CN(c2cc(C)cc(C)c2)C=C(C(=O)OC)C1c1ccc(OC)c(O)c1,5%,-14%,7%,-19%,?,4%,-4%,4%,-16%
Cc1ccccc1C(=O)N/N=C/c1ccc(OCC(=O)N2CCCCC2)cc1,-22%,-20%,1%[11.5 µM],0%,-12%,2%,19%,1%,-8%[59 µM]
COc1ccc(-c2c(C)nn3c(N4CCN(Cc5ccccc5)CC4)cc(C)nc23)cc1OC,13%,2%,i,16%,-32%,-7%,-1%,-1%,-22%

An excerpt; count on the stated rates, not on these rows.
